# High-throughput results from PubChem.
# MC4R antagonist – MC4R antagonists of cAMP signaling, primary screen, cell-based, TR-FRET, antagonist arm of biased-ligand search | Melanocortin receptor 4 (Homo sapiens), P32245 | MC4R-expressing cells, MTII-stimulated cAMP, LANCE TR-FRET | hit rate 0.48% among 360,000 | inhibition, % at 6.5 µM;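 active = inhibition above its plate's cutoff, the mean of tested wells on that plate plus 3 SD, cut at about 29% in these data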;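 note: 0% = Melanotan II alone and 100% = Melanotan II plus saturating MCL0020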
#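 system = U2OS cells with stable human MC4R expression | also added = Melanotan II challenge after compound preincubation | dosing = one concentration, 6.5 µM nominal | incubation = compound 30 min, challenge 1 h, detection 1 h | measured by = TR-FRET with Eu-cAMP and labeled anti-cAMP, 671 nm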
# aDG glyco up – activators of alpha-DG glycosylation, primary screen, uHTS, Pro5-aDG cells, AlphaScreen; alpha-DG glycosylation AlphaScreen (IIH6); 0% Pro5, 100% B10-LARGE cell signal; activation, % at 10 µM; hit rate 0.22% among 360,000;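 active = activation of at least 8% versus controls, or a plate z-score of at least 8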;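 note: Pro5 are CHO cells carrying HIG-tagged alpha-DG that lacks glycosylation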
# Granule exo inh – LAMP-1 surface exposure blockers, TALL-104 cells – cell-based, flow cytometry, MLPCN library, primary screen; TALL-104 LAMP-1 surface exposure; cells stimulated with thapsigargin and PMA; inhibition, % at 10 µM; hit rate 0.66% among 360,000;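 active = inhibition above about 55%, limit read from the data; inconclusive = no clear call, values can overlap the other calls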
# MC4R barr agon – MC4R agonists recruiting beta-arrestin, primary screen, cell-based, luminescence, agonist arm of biased-ligand search; U2OS MC4R beta-arrestin complementation; percent of melanotan II response, DMSO zero; hit rate 0.98% among 360,000; AID 540308, 2011; activation, % at 8.9 µM;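 active = activation above a per-plate cutoff, the mean activation of sample wells on that plate plus 3 SD, cut at about 8% in these data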
# NOD2-RIPK2 inh – NOD2-RIPK2 binding disruptors in cells, primary screen, fluorescence, CHO cells, BLA complementation | CCF4 ratio | inhibition, % at 4.98 µM | hit rate 0.38% among 360,000 | AID 624267, 2012; in the data active = inhibition above about 21%;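 note: 0% = vehicle only and 100% = reference blocker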
# ABCB6 inh MLPCN – ABCB6 transporter inhibitors, primary screen, K562-ABCB6 cells, flow cytometry, MLPCN library; K562-ABCB6 porphyrin accumulation, 1 h; hits give low values; hit rate 0.19% among 360,000; ATP-binding cassette sub-family B member 6 (Homo sapiens), Q9NP58; fluorescence ratio to DMSO, % at 10 µM;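 active = fluorescence ratio to DMSO below 75%, the collection mean minus 3 SD; inconclusive = too few cells collected in the well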;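 note: signal is porphyrin accumulated inside mitochondria; 100% equals median channel fluorescence of DMSO control wells; lower ratio means ABCB6 inhibition with less porphyrin fluorescence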
# Target sequence (Q9NP58 whole entry, looked up): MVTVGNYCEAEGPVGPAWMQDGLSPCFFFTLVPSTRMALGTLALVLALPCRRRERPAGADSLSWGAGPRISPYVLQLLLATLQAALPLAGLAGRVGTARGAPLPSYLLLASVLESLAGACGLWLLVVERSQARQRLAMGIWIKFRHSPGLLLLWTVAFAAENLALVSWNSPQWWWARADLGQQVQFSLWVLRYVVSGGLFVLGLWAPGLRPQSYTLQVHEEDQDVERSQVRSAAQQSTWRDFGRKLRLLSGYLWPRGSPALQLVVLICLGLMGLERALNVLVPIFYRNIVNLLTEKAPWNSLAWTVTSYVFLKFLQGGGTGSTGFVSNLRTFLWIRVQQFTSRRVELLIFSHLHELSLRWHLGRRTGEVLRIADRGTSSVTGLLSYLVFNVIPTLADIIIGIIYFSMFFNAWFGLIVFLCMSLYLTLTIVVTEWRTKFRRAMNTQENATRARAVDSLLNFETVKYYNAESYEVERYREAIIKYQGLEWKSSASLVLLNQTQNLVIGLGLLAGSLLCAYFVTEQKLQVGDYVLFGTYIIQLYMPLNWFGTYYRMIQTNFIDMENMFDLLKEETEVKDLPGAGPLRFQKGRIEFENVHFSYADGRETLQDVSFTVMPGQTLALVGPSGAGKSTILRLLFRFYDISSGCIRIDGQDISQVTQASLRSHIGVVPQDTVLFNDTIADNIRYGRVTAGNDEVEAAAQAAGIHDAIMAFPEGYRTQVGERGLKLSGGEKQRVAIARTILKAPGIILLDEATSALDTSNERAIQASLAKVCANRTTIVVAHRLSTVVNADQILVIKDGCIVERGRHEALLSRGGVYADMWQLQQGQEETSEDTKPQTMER
# TLR9-MyD88 block – inhibitors of TLR9-MyD88 association in cells, primary screen, cell-based, CHO, BLA complementation, fluorescence; AID 504734, 2011; CCF4 FRET ratio; inhibition, % at 4.98 µM; Toll-like receptor 9 (Homo sapiens) + Myeloid differentiation primary response protein …; hit rate 0.21% among 340,000;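 active = inhibition above the mean over all tested compounds plus 3 SD, cut at about 21% in these data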;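 note: 0% = DMSO only wells and 100% = clavulanate BLA inhibitor control wells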
# Vif imaging – HIV Vif self-association inhibitors, primary screen, imaging, HEK293T, single point; HEK293T cells, Vif self-association by quenched fluorescence, 24 h; inhibition, % at 7.49 µM; hit rate 0.35% among 340,000; AID 602346, 2012; in the data active = inhibition above about 50%, passing the limit was not always enough; inconclusive = no clear call, values can overlap the other calls; inactive = below about 31%; note: some results filed as inactive read as strong as hits
# ABHD5 PLIN5 PPI – ABHD5-PLIN5 interaction inhibitors, primary screen, cell lysate, split luciferase complementation, luminescence. AID 602281, 2012. hit rate 0.78% among 360,000. Perilipin-5 (Homo sapiens) + 1-acylglycerol-3-phosphate O-acyltransferase ABHD5 (Homo …. inhibition, % at 4 µM. Split G. princeps luciferase complementation, 4 h;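 active = inhibition above the mean inhibition across every tested compound plus 3 SD, cut at about 22% in these data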;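 note: 0% = DMSO only wells and the 100% control is not disclosed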
# Glyco luc inh – increase of ERlucT glycosylation luciferase signal, primary screen, N-linked glycosylation inhibitor project, D54 ERlucT cells, luminescence, set 2; hit rate 0.23% among 360,000; reporter increase, % at 12.5 µM; D54 ERlucT glycosylation luciferase reporter, 24 h; percent of 100 nM tunicamycin response;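 active = mean luciferase reporter signal, scaled so untreated is 0 and the glycosylation-blocking control 100, at or above a set limit in every replicate; inconclusive = mean reaches the limit but not every replicate does; inactive = mean below the limit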;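 note: luciferase carries N-glycosylation sites so blocking glycosylation raises the light; 0% = median of neutral control wells and 100% = median of 100 nM tunicamycin wells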
# * = called active by the depositor; ? = inconclusive; nt = not tested or not shown. This is a subset; count on the stated rates, not on these rows.
SMILES,MC4R antagonist,aDG glyco up,Granule exo inh,MC4R barr agon,NOD2-RIPK2 inh,ABCB6 inh MLPCN,TLR9-MyD88 block,Vif imaging,ABHD5 PLIN5 PPI,Glyco luc inh
O=C(O)CCC(C(=O)O)n1c(O)c(C2=c3ccccc3=NC2=O)sc1=S (stereo not given),-13,-0.1,0,-0.9,5,97,11,-4,-11,0
COc1ccc(-c2noc(CN(C)CCC3CCCCO3)n2)cc1 (stereo not given),32*,-0.4,-2,-0.5,2,98,-1,-19,-3,1
O=C(N/N=C/c1ccccc1O)c1cc[n+]([O-])cc1,-4,-0.2,13,-0.1,-7,96,-17,-1,0,1
c1ccc(Oc2ccccn2)cc1,4,-0.3,-3,0.2,-15,108,-20,-18,-9,1
CC1(C)CC(=O)C2=C(C1)OC(N)=C(C#N)C2c1cccs1 (stereo not given),2,-0.3,-3,-0.2,2,102,-7,13,2,1
COCCC(=O)N1CCC(Oc2ccc(C(=O)NC3CCCCC3)cc2)CC1,0,0.0,-4,-2.0,6,95,5,0,-1,1
CCCCc1c(-c2ccc(OC)cc2)ncn1CCc1ccccc1OC,nt,1.1,82*,nt,-10,126,nt,nt,-2,nt
CC(=NOC(=O)c1ccc(F)cc1)c1nccs1,3,-0.4,-7,-1.7,-3,97,nt,15,3,0
Cc1ccc2c3c1C1(C(=O)N3C(C)(C)CC2C)C(C#N)=C(N)Oc2cc(O)ccc21 (stereo not given),15,-0.1,2,0.8,-1,100,-4,3,-1,-4
CC(C)Oc1ccc(C(CC(=O)O)n2cnnn2)cc1 (stereo not given),-5,-0.2,1,1.4,2,94,nt,6,2,-1
COc1ccccc1CNC(=O)C1COc2ccccc2O1 (stereo not given),9,0.1,-4,1.3,-4,96,-11,-10,-3,-1
O=C(Nc1ccccc1)N1CCC(C(=O)N2CCN(S(=O)(=O)c3cccc(F)c3)CC2)CC1,10,0.2,-8,-1.4,-7,94,5,?,-5,1
COc1ccc(Cc2nnc(SCC(=O)Nc3ccc(N4CCOCC4)cc3)o2)cc1,17,0.0,-1,-1.0,-4,97,-2,-5,5,0
CCCNC(=O)C1CCN(S(=O)(=O)c2ccc(-c3nn[nH]n3)cc2)CC1,7,-0.2,2,-1.1,2,96,-2,-3,-3,5
CC1=CC(=O)CC(C)(C)C1(O)/C=C/C(C)=C/C(=O)O (stereo not given),6,0.1,-4,-1.0,-3,96,-4,?,0,-1
COc1ccc(C(=O)NCC(=O)OCC(=O)c2ccccc2Br)cc1OC,7,-0.3,-4,-0.7,1,95,-3,9,-12,1
COC(=O)c1nc2n(n1)C(c1ccc(OC)c(OC)c1OC)C1=C(CCCC1=O)N2 (stereo not given),1,-0.1,-3,-1.1,-6,96,-3,12,-4,1
O=S(=O)(c1ccccc1)c1nc(-c2ccccc2)oc1NCCCN1CCOCC1,-2,-0.3,-1,-0.3,6,99,-1,-4,5,-1
CCOc1ccc(S(=O)(=O)/N=C(\N)c2ccccc2)cc1,8,-0.1,-8,1.7,-5,102,-7,11,-9,-2
Cc1cc(SCC(=O)NN)c2cc(Br)ccc2n1,16,-0.1,-8,-0.1,-24,97,-2,0,-10,-7
O=C(NCc1ccco1)c1ccc(N2CCCC2=O)cc1,-2,-0.2,1,-0.6,4,95,1,nt,5,1
O=C(COC(=O)c1ccco1)NCc1ccc(F)cc1,0,-0.4,8,-3.6,-3,105,-4,1,0,1
O=c1c2ccccc2nc(-c2cccs2)n1-c1cccc2ccccc12,6,1.6,5,-1.4,4,105,4,-2,3,-2
S=c1[nH]nc(-c2ccc(Cl)cc2)n1-c1ccc2c(c1)OCCO2,4,0.1,1,0.3,-5,100,2,11,0,0
CN(CCOC(=O)c1cccc(Br)c1)C(C)(C)C,6,-0.1,2,3.1,-6,106,-6,?,3,1
CCCNC(=O)N1C[C@H](O)COC[C@H]2O[C@@H](CC(=O)N[C@@H]3CCN(Cc4ccccc4)C3)CC[C@@H]21,nt,0.3,-4,nt,7,nt,nt,nt,11,nt
CSc1nsc(SCC(=O)Nc2cccc(C(=O)O)c2)n1,16,-0.1,-14,1.1,9,102,-4,14,5,3
O=C(CSc1nnnn1C1CCCC1)N1CCCCC1,6,-0.1,-7,-1.0,-8,103,0,9,-1,-10
COc1ccc(C(=O)O)cc1S(=O)(=O)N(CCc1ccccc1)Cc1ccccc1,15,0.0,0,1.9,-8,99,3,-8,1,1
CCNC(=S)N(CCN(CC)CC)Cc1cc2cc3c(cc2[nH]c1=O)OCCO3,7,0.1,-3,-0.5,-3,103,0,?,-5,2
COc1ccc(Cl)cc1NC(=O)c1noc(C)c1[N+](=O)[O-],6,0.1,-2,-1.2,7,98,5,-6,-2,11
O=C(Nc1ccc(N2CCN(C(=O)c3cccs3)CC2)cc1)c1ccc(F)cc1,4,0.0,8,0.2,-8,94,8,-8,3,-9
O=[N+]([O-])c1cc(Cl)ccc1NCCc1ccccn1,2,0.1,-10,-0.5,-11,95,4,6,2,-2
O=C(Nc1ccc2c3c(cccc13)CC2)c1ccccc1,4,0.2,-6,0.3,0,102,0,-13,3,0
Cc1ccc(-n2ncc3c2CC(C)(C)CC3NC(=O)c2cc[n+]([O-])cc2)cc1 (stereo not given),-2,0.0,6,0.7,-2,92,-1,5,-1,1
COc1cc2c(cc1OC)CN(C(=O)Cc1c(F)cccc1Cl)CC2,-1,0.2,-4,0.3,2,97,-1,-1,8,-3
O=C(Nc1ccccc1)N1CCNCC1,3,0.2,-2,0.1,-10,97,4,-14,4,1
Cc1cc(C)nc(NC(=O)C(C)N2C(=O)c3ccccc3C2=O)n1 (stereo not given),3,-0.3,2,0.4,2,90,0,11,0,0
CC(=O)OCCNC(=O)c1cc2ccccc2oc1=O,-7,0.0,1,-1.6,0,98,-1,5,-9,1
COc1ccc2c(c1)C(=O)N(c1ccc(C)cc1C)C(=O)C2,17,0.0,2,-2.7,-1,131,16,7,-7,-1
CS(=O)(=O)c1ccc(-c2nn[nH]n2)cc1,8,0.6,2,1.4,-2,110,0,8,-6,0
CC(C)N(CCNS(=O)(=O)c1ccc(Cl)cc1)C(C)C,7,0.0,-2,2.6,-2,102,-5,1,5,1
O=C(CCCC1=NS(=O)(=O)c2ccccc2N1)NCCc1ccc(Cl)cc1,11,0.4,-5,-0.7,-2,99,-5,6,2,0
CC1C(=O)CC(c2ccccc2)N(C)C1c1ccccc1 (stereo not given),5,2.1,-7,9.1*,-10,103,3,-2,0,1
COc1ccc(S(=O)(=O)N(C)CC(=O)NCCN2CCOCC2)cc1Cl,10,-0.1,-2,0.0,-1,96,-16,-3,3,0
CCC(=O)C1CCCN(C(=O)CCc2nnc(-c3ccc4c(c3)OCO4)o2)C1 (stereo not given),-1,-0.4,11,-2.5,5,109,-6,4,6,-1
Cc1cc(C)c(C)c(SCC(=O)Nc2oc(C)c3c(C)n[nH]c(=O)c23)c1C,4,0.1,3,-1.1,-10,95,0,2,-10,0
CCn1cc([N+](=O)[O-])c(C(=O)N2N=C3/C(=C/c4cccs4)CCCC3C2c2cccs2)n1 (stereo not given),4,-0.2,-1,-1.7,-3,66*,3,-4,5,-5
Cc1ccc(NC(=O)CN(C)C(=O)c2ccc(NS(=O)(=O)c3ccc4[nH]c(=O)[nH]c4c3)cc2)cc1,0,0.3,2,-0.8,1,104,6,11,-8,1
Cc1ccc(S(=O)(=O)N2[C@@H](c3ccc(Br)cc3)C(C(=O)O)=C[C@H]2C(C)(C)C)cc1,5,0.6,-5,0.4,-4,96,2,nt,0,0
CCCS(=O)(=O)NC(=O)C1(C)CCCN(C(=O)c2cc(-c3ccccc3)cs2)C1 (stereo not given),19,0.0,0,-0.3,-4,103,nt,-2,-9,-1
NC(=O)NOCc1ncc(C(F)(F)F)cc1Cl,-1,-0.2,-1,-1.3,1,109,6,-2,-1,0
Cc1nn(-c2ccccc2)c(Cl)c1/C=C(/CC(=O)O)c1nc2ccccc2s1,10,0.1,-1,0.3,-4,97,-4,0,-5,2
COc1ccc(N(CC(=O)Nc2ccc3c(c2)OCCO3)S(=O)(=O)c2cccc(C)c2)cc1,15,-0.1,-12,-1.9,-12,101,1,-8,7,-3
COC(=O)CNC(=O)CN(c1ccc(OC)cc1OC)S(=O)(=O)c1ccccc1,2,0.0,-1,-0.6,2,102,10,4,-1,-1
COc1cccc(CC(=S)N2CCOCC2)c1,7,-0.3,-4,-1.2,-1,101,1,-4,0,-2
COc1cc(C(C)=O)ccc1OCC(=O)Nc1cc(C)on1,0,0.0,-2,-2.3,-4,94,6,-9,5,4
CC1(C(=O)NS(=O)(=O)c2ccc3ccccc3c2)CCN1C(=O)C1(c2ccc(Cl)cc2)CCC1 (stereo not given),2,1.3,4,-0.2,-5,102,nt,nt,-11,1
CCOC(=O)c1ccc(N2C(=O)CC(N3CC(C)OC(C)C3)C2=O)cc1 (stereo not given),-2,-0.1,2,1.2,1,106,-10,-1,5,1
O=C(CSc1nnc(NC(=O)c2ccccc2F)s1)Nc1ccccc1F,-4,0.0,-1,-1.0,-1,93,4,0,-3,-4

# Following part
SMILES,MC4R antagonist,aDG glyco up,Granule exo inh,MC4R barr agon,NOD2-RIPK2 inh,ABCB6 inh MLPCN,TLR9-MyD88 block,Vif imaging,ABHD5 PLIN5 PPI,Glyco luc inh
Nc1c(C(=O)N2CCOCC2)oc2ccccc12,3,0.1,-2,-2.5,2,89,8,13,-5,3
Cc1cc(C(F)(F)F)n2nc(-c3cnn(C)c3C(F)(F)F)c(Br)c2n1,3,-0.4,-2,-1.6,7,90,-5,1,-4,2
Cc1nn2c3c(cnc2c1-c1ccc(Cl)cc1)C(=O)CC(c1ccco1)C3 (stereo not given),11,0.0,0,-1.4,-18,103,3,10,5,1
CS(=O)(=O)N(Cc1ccccc1)c1ccc(C(=O)NCC2CCCO2)cc1 (stereo not given),5,0.1,-3,0.3,-1,97,1,11,0,0
